Screening data deposited in PubChem BioAssay by National Center for Advancing Translational Sciences (NCATS).
AmpC inh detg: inhibitors of E. coli AmpC beta-lactamase with detergent. Potency, µM (series often up to 114 µM), without a hit: at the top dose activity change, negative = inhibition, actives largely listed as inhibitors. AmpC hydrolysis of nitrocefin, absorbance 480 nm, 0.01% Triton. AID 485294. P00811. hit rate 0.041% among 370,000; active = well fitted inhibition curve with a large enough effect; inconclusive = small, poorly fitted or top-dose-only effect;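 also: potency is read from the fitted curve at half-maximal effect; 0% = no-compound wells and -100% = no-enzyme wells; nearly all actives have a fitted effect of over 25% in size; some results filed as inactive show a strong effect at the top dose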
Target sequence (P00811 whole entry, looked up): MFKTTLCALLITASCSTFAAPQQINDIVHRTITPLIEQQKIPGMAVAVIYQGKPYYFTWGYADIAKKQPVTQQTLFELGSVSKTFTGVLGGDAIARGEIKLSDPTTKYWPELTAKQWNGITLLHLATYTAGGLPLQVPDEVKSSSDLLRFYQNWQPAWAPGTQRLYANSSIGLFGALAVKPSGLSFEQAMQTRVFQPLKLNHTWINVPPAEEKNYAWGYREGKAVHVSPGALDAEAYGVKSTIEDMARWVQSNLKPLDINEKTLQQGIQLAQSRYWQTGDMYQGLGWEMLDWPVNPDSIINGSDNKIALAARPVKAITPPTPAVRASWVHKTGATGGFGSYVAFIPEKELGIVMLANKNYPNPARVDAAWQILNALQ
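AmpC (5.3 nM in the dispensed reagent) in 20 mM phosphate pH 7.0 with 0.01% (detergent screen) or 0.0001% Triton X-100 was preincubated with compounds for 15 min at room temperature. Nitrocefin was then added from an 800 uM solution, and hydrolysis was followed at 480 nm.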
HCMV antiviral: blocks human cytomegalovirus replication | HFF cells, HCMV-luciferase reporter, 72 h; active compounds read low | AID 1259415 | activity change, negative = inhibition, % at 57.5 µM | hit rate 4.5% among 410,000; in the data active = activity change below about -60%; inconclusive = no clear call, values can overlap the other calls; inactive = above about -39%
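Luciferase read-out from HCMV-luciferase-infected HFFs (MOI 1 PFU/cell) 72 h post infection at 37C; compounds added after 16 h cell attachment; activity normalized between buffer-only basal and Salinomycin (10uM) inhibitor controls.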
The depositor's hits bear a star; u = inconclusive. Unless noted, % is scaled to controls: 0 for no effect and ±100 for the full control effect. This is a subset (hit frequency here may not be typical).

SMILES | AmpC inh detg | HCMV antiviral
CC1=C(C(=O)Nc2ccccc2Br)C2(CCC(C)CC2)OC1=O (stereo not given) | 4.5% | -15.5
Cc1ccccc1-n1c(SCC(=O)Nc2ccc(Cl)cc2Cl)nc(O)cc1=O | 7.6% | -33.5
CCC(C(=O)Nc1cc(OC)ccc1OC)n1c(C)c2cnn(-c3ccccc3)c(=O)c2c1C (stereo not given) | -5.7% | 15.2
Cn1ccc2cc(S(=O)(=O)N3CCCC(C(=O)NCc4ccccc4)C3)ccc21 (stereo not given) | 2.7% | 8.4
CCOc1ccc(CCNC(=O)c2ccc3c(c2)c(C)c(C)n3C)cc1 | -1.8% | 0.0
Cc1oc(-c2ccccc2Cl)nc1CS(=O)(=O)CC(=O)NCc1ccc(F)cc1 | 5.2% | -13.9
Cc1ccc(NC(=O)C2CCCN(S(=O)(=O)c3c(C)n[nH]c3C)C2)cc1Cl (stereo not given) | -1.9% | -16.2
O=C(c1ccc2c(c1)N(Cc1ccccc1)C(=O)c1ccccc1S2(=O)=O)N1CCN(c2ccccn2)CC1 | 11.2% | -34.9
Cc1ccc(CNc2nccn(-c3cc(C)cc(C)c3)c2=O)cc1 | 6.5% | 3.5
COCCCNC(=O)Cn1cnc2sc(C)c(S(=O)(=O)N3CCC(C)CC3)c2c1=O | -3.5% | -1.8
CCC(=O)N1CCc2cc(Br)cc(S(=O)(=O)NCCc3ccc(OC)c(OC)c3)c21 | 4.6% | 4.8
COc1ccc(CC(=O)Nc2c(C(=O)Nc3ccccc3F)oc3ccccc23)cc1 | 7.0% | -33.0
O=C(Cn1c(=O)nc(-c2ccccc2)c2ccccc21)NCCc1ccccc1 | 11.8% | 38.2
CC1=C(C(N)=O)C(c2cccc(C)c2)n2nc(-c3ccc(Cl)cc3)nc2N1 (stereo not given) | 7.6% | 139.0
CCOC(=O)c1ccc(NC(=O)CCC(=O)N2CCSc3ccccc32)cc1 | -2.3% | u
COc1ccc(OC(C)c2nc3ccccc3[nH]2)cc1 (stereo not given) | 13.2% | 7.8
CC(C)c1ccc(NC(=O)c2ccc3c(c2)CCN3S(=O)(=O)c2ccccc2)cc1 | 17.1% | -30.5
Cc1cccc(N2CCN(c3nc4ccccc4c4nc(-c5ccccc5)nn34)CC2)c1C | 24.3% | 10.0
Cc1ccc2c(c1)N(C(=O)N1CCC(C(=O)NC3CCCCCC3)CC1)CC(C)O2 (stereo not given) | 19.7% | 21.4
Cc1ccc(CNC(=O)c2oc3ccc(S(=O)(=O)N4CCCC(C)C4)cc3c2C)cc1 (stereo not given) | 7.3% | -13.2
CCC(Oc1ccc(F)cc1)C(=O)Nc1c(C(=O)c2ccc(C)cc2)oc2ccccc12 (stereo not given) | 23.5% | -27.5
Cc1cc(NC(=O)Nc2nnc(N(C)Cc3ccccc3)s2)ccc1Br | -5.5% | 12.5
CCc1ccccc1N1C(=O)N(C)c2ccccc2S1(=O)=O | 2.9% | -10.5
Cc1cc(C)c(C#N)c(SCC(=O)Nc2ccccc2C#N)n1 | 6.3% | -15.9
CCN(CC)CCCNC(=O)c1cn(CC)c2ccc(S(=O)(=O)N3CCC(C)CC3)cc2c1=O | 1.4% | -21.2
COc1ccccc1CNC(=O)C1CCCN(S(=O)(=O)c2ccc3c(c2)oc(=O)n3C)C1 (stereo not given) | 9.2% | -7.7
CCOC(=O)CCCCN(Cc1ccccc1F)S(=O)(=O)c1ccc(F)c(C(=O)Nc2cc(Cl)cc(Cl)c2)c1 | -3.8% | 19.0
Cc1ccc(-n2c(SCC(=O)NCc3ccccc3)nc3c([nH]c4ccccc43)c2=O)cc1 | 6.6% | -11.5
COCCCN1CCc2nc(SCC(=O)Nc3ccc(C)c(Cl)c3)[nH]c(=O)c2C1 | -6.5% | -2.9
Cc1ccc(-n2ncc(C(=O)N3CCN(C(=O)c4ccco4)CC3)c2C2CCN(C(=O)OC(C)(C)C)CC2)cc1 | 22.6% | 0.9
COc1cccc(OCc2nc3ccccc3n2CCOc2cccc(C)c2)c1 | 12.8% | 42.8
COC(=O)c1ccc(NC(=O)N2CCN(Cc3cc(=O)n4nc(-c5ccc(C)cc5)sc4n3)CC2)cc1 | 19.2% | 3.7
CCCOc1ccc(C(=O)N(Cc2ccccc2Cl)C2CCS(=O)(=O)C2)cc1 (stereo not given) | 6.6% | 10.2
CCc1ccc(C(=O)CSc2nc(-c3ccccc3)nc3c2CCCC3)cc1 | 12.8% | 12.2
O=S(=O)(NCc1ccc(Cl)cc1)c1ccc(-c2cnc(C3CC3)o2)cc1 | -11.8% | -9.7
Cc1ccc(S(=O)Cc2nc(-c3ccc(C(=O)NCc4cccc(C)c4)cc3)oc2C)cc1 (stereo not given) | 19.4% | 25.8
CC(C)(C)C1CCc2nc(NC(=O)c3ccc([N+](=O)[O-])cc3)sc2C1 (stereo not given) | -3.1% | -73.7*
COc1ccc(N2CCN(c3ncnc4c3nnn4C)CC2)cc1 | 0.5% | -11.3
COc1cccc(-c2nnc(SCC(=O)N3CCCCC3)o2)c1 | 12.2% | 44.4
Cc1ccc(C)n1-c1nnc(N2CCC(C(=O)Nc3ccccc3Br)CC2)s1 | 17.6% | -30.8
COc1ccc(C2N=C(N)Nc3nc4ccccc4n32)cc1 (stereo not given) | -6.2% | -13.4
Cn1ccc2cc(S(=O)(=O)N3CCCC(C(=O)NCc4ccc(F)cc4)C3)ccc21 (stereo not given) | -4.4% | 1.8
CCc1ccc(NC(=O)Nc2ccccc2OCc2cc(=O)n3ccccc3n2)cc1 | -4.2% | 61.7
COc1ccc(CCNC(=O)Cn2c(=O)nc(-c3ccccc3F)c3cc(Cl)ccc32)cc1OC | 12.8% | 156.9
COc1ccccc1-c1noc(-c2ccc(NCc3ccco3)c([N+](=O)[O-])c2)n1 | 5.9% | 33.4
Cc1cccc(-c2nc(CCNC(=O)Cc3ccccc3)cs2)c1 | 2.1% | u
Cc1ccc(C)c(N2CCN(C(c3ccccc3)c3nnc(-c4ccccc4)o3)CC2)c1 (stereo not given) | 16.5% | 20.2
CCc1ccccc1NC(=O)CN(c1ccccc1)S(=O)(=O)c1ccsc1C(=O)OC | 3.6% | 10.5
Cn1cc(S(=O)(=O)N2CCCCCC2)cc1C(=O)Nc1ccccc1F | 5.3% | -5.9
COc1ccc(NC(=O)C(C)n2nnc3sc(-c4ccccc4)cc3c2=O)cc1Cl (stereo not given) | 17.7% | 11.1
(next part)
SMILES | AmpC inh detg | HCMV antiviral
COc1ccccc1/C=C/c1nc(C#N)c(N2CCN(c3ccccc3)CC2)o1 | 0.7% | 3.1
COc1ccccc1N1CCN(S(=O)(=O)c2c(C)sc3ncn(CC(=O)Nc4cccc(Cl)c4)c(=O)c23)CC1 | -5.3% | 5.2
O=C(Cn1cc(S(=O)(=O)Cc2ccccc2F)c2ccccc21)NCc1ccccc1 | -2.3% | 0.0
COc1ccc(OC)c(CCNC(=O)CS(=O)(=O)Cc2nc(-c3cccc(Cl)c3)oc2C)c1 | -2.1% | -13.2
Cc1nn(CCCC(=O)NCCc2ccc(Cl)cc2)c(=O)c2c1sc1ccccc12 | -0.8% | -16.3
CCOc1ccc(NC(=O)Cn2cc(C(=O)c3ccc(C)c(C)c3)c(=O)c3cc(OC)c(OC)cc32)cc1 | 2.9% | 3.1
CCOC(=O)c1c(C)[nH]c(C)c1S(=O)(=O)N1CCC(C(=O)N2CCN(c3cccc(C)c3C)CC2)CC1 | 4.0% | 0.0
Cc1ccccc1S(=O)Cc1ccc(C(=O)N2CCN(c3cccc(C)c3C)CC2)o1 (stereo not given) | -7.5% | -83.5*
COc1ccc(OC)c(NC(=O)c2nc(SCc3ccccc3F)ncc2Cl)c1 | 17.9% | -35.3
COc1ccc(C)cc1NC(=O)c1c2c(nc3ccccc13)C(=O)N(C1CCCCC1)C2 | 4.2% | -31.7
O=C(CSc1nnc(-c2ccccc2F)o1)Nc1cccc(C(F)(F)F)c1 | -2.3% | 98.3
Cn1c(SCc2ccc(F)cc2)nc2ccc(C(=O)NCc3ccc(F)cc3)cc21 | 9.9% | -68.6*
Cc1ccc(Cn2c(SCc3ccc(C(=O)O)cc3)nc3cccnc32)cc1 | 9.8% | 18.7
O=C(NCCCN1CCN(c2ccccc2F)CC1)c1sc2ncccc2c1-n1cccc1 | 18.8% | -18.6
Cc1ccc(-c2nnc(Nc3ccc(Br)cc3)c3ccccc23)cc1S(=O)(=O)N1CCCCC1 | 9.6% | -15.0
Cc1cc(C)c(NC(=O)Cn2c(SCC(=O)NCc3ccccc3)nc3ccccc32)c(C)c1 | 2.4% | -0.7
Cc1c(Cl)cccc1NC(=O)Cn1c(=O)n(Cc2nc(-c3ccccc3)no2)c(=O)c2cc3c(cc21)OCO3 | -0.2% | 11.7
CC(C)c1cc(-c2nc(-c3cccc(Cl)c3)no2)n[nH]1 | 4.4% | 78.8
COc1ccc(-c2cc(C)no2)cc1S(=O)(=O)NC(C)C | -4.1% | 0.0
Cc1ccc(NC(=O)CN2C(=O)CC(c3ccc(F)cc3)=Nc3ccccc32)cc1F | 5.2% | -81.4*
O=C(C1CCC1)N1CCc2cc(S(=O)(=O)NCc3ccc(F)cc3)ccc21 | -4.8% | 4.5
CCOc1ccc(NC(=O)C(=O)NCc2ccco2)cc1 | 1.4% | 12.0
O=C(Nc1cccc(C(F)(F)F)c1)C1CCN(S(=O)(=O)c2cccs2)CC1 | -1.7% | u
COc1ccc(S(=O)(=O)NCC(c2ccco2)N2CCN(c3ccccc3F)CC2)cc1OC (stereo not given) | 1.5% | 26.9
Cc1sc2c(c1C)c(=O)n(Cc1ccccc1)c(=O)n2CC(=O)N(C)c1ccccc1 | 20.4% | -0.2
CC(=O)Nc1ccc(S(=O)(=O)NCCc2cn3ccsc3n2)cc1 | 5.7% | 37.7
COc1cccc(Cn2c(CNS(=O)(=O)c3ccc4c(c3)CCCC4)nc3cccnc32)c1 | 1.5% | -35.2
COc1cc(NC(=O)CCCc2nnc3n(CC(C)C)c(=O)c4sccc4n23)cc(OC)c1 | 11.7% | -35.7
COc1cc(CN2CCc3nc(N4CCN(c5ccccc5F)CC4)ncc3C2)ccc1OC(C)C | -2.6% | -19.5
COc1ccc(C)cc1NC(=O)c1ccc2c(c1)CCN2S(=O)(=O)c1ccc(Cl)cc1 | 20.1% | -11.3

Profiles as entered above. Order of values: AmpC inh detg | HCMV antiviral
O=C(Nc1cccc(C(F)(F)F)c1)C1CCN(S(=O)(=O)c2cccs2)CC1 as listed: -1.7% | u
O=C(C1CCC1)N1CCc2cc(S(=O)(=O)NCc3ccc(F)cc3)ccc21 as listed: -4.8% | 4.5
COc1cccc(Cn2c(CNS(=O)(=O)c3ccc4c(c3)CCCC4)nc3cccnc32)c1 as listed: 1.5% | -35.2
COc1cc(CN2CCc3nc(N4CCN(c5ccccc5F)CC4)ncc3C2)ccc1OC(C)C as listed: -2.6% | -19.5
COc1ccc(C)cc1NC(=O)c1ccc2c(c1)CCN2S(=O)(=O)c1ccc(Cl)cc1 as listed: 20.1% | -11.3

2 compounds drawn at random from the list so far, as already listed:
SMILES | AmpC inh detg | HCMV antiviral
COc1ccc(C)cc1NC(=O)c1ccc2c(c1)CCN2S(=O)(=O)c1ccc(Cl)cc1 | 20.1% | -11.3
Cc1sc2c(c1C)c(=O)n(Cc1ccccc1)c(=O)n2CC(=O)N(C)c1ccccc1 | 20.4% | -0.2

Further structures
SMILES | AmpC inh detg | HCMV antiviral
CCN(C(=O)C1CCC(CNS(=O)(=O)c2cccc3nsnc23)CC1)c1ccccc1 (stereo not given) | 0.7% | -24.5
CCOC(=O)c1c(Oc2ccc(C(=O)OC)cc2)nnc(-c2ccccc2)c1-c1ccccc1 | 10.8% | -9.4
Cc1ccc(S(=O)(=O)c2cn(CC(=O)Nc3ccc(C)c(Cl)c3)c3ccc(C)cc3c2=O)cc1 | 2.3% | 12.7
COc1cccc(-c2ccc(-c3noc(-c4ccccc4Br)n3)c(OC)n2)c1 | 19.2% | 5.5
CCCN1CCN(CCCNC(=O)Cn2nc(C)n3c(cc4c(OC)cccc43)c2=O)CC1 | 24.1% | 5.3
CCOc1ccc(NS(=O)(=O)c2cc3c(cc2Cl)NC(=O)CO3)cc1 | 16.7% | 0.0
COc1cccc(CN2C(=O)C3(SCC(=O)N3c3cc(C)cc(C)c3)c3ccccc32)c1 (stereo not given) | 3.7% | -22.0
CSc1ccc(CNC(=O)C2CCN(c3nnc(-n4cccc4CNc4ccc(C)cc4)s3)CC2)cc1 | -5.5% | -15.0
Cc1ccc(-c2cc(N)n(Cc3cccc(Cl)c3)n2)cc1 | 2.1% | -21.8
Cc1cccc(CCNC(=O)C2CCC(CNS(=O)(=O)c3ccccc3)CC2)c1 (stereo not given) | 2.1% | -1.0
CC1CCc2nn(CC(=O)Nc3cccc(C(F)(F)F)c3)c(=O)cc2C1 (stereo not given) | 4.2% | -16.7
COCCCNC(=O)CSc1nc2c(sc3ccccc32)c(=O)n1CCCC(=O)NCCOC | 14.3% | -23.1
COc1ccc(C(=O)N2CCCCC2CCN2CCOCC2)cc1 (stereo not given) | 13.7% | 24.0
Cc1ccccc1CNC(=O)c1ccc(NC(=O)c2nsc3ccccc23)cc1 | -7.5% | -26.2
Cc1ccc(NC(=O)c2c(C)oc3ncn(CC(C)C)c(=O)c23)nc1 | -0.5% | -2.2
Cc1cc(=O)n2nc(N(C)CC(=O)NCc3ccccc3C)sc2n1 | 21.5% | 4.0
COc1cccc2cc(-c3nc(-c4ccc(C)cc4)c(C)s3)c(=O)oc12 | 8.3% | 10.9
Fc1ccccc1-n1ncc2c1ncn1nc(-c3ccccc3Cl)nc21 | -2.7% | -1.8
